EPAC2 ag: qHTS for Agonist of cAMP-regulated guanine nucleotide exchange factor 4 (EPAC2): primary screen | Potency, µM (titrated, usually from 154 µM), for inactives: at the highest dose activation, actives largely listed as activators | AID 720711, 2013 | EPAC2 activation, biochemical qHTS; response scale: 100% = 6.5 mM cAMP response | Rap guanine nucleotide exchange factor 4 (Homo sapiens), Q8WZA2 | 360,000 compounds, 0.079% hits; note: potency is the fitted concentration of half-maximal effect; nearly all actives have a fitted effect of over 50% in size
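Compounds were added across a concentration range to EPAC2 (100 nM), RAP1B-BODIPY-GDP (250 nM) and GDP (50 uM). After 5 min at room temperature, fluorescence was recorded at 5-min intervals for 30 min.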
PTHR1 agonist: qHTS for PTHR1 Agonists: Primary Screen. Parathyroid hormone/parathyroid hormone-related peptide receptor (Homo sapiens), Q03431. HEK293 GP2 PTHR1 cells, GloSensor cAMP luminescence, 1 h. Potency, µM (doses to about 115 µM), for the others: top-dose activation, actives largely listed as activators. 410,000 compounds, 0.075% hits. AID 743266, 2014; note: potency is the fitted concentration of half-maximal effect; nearly all actives have a fitted effect of over 55% in size; some results filed as inactive show a strong effect at the top dose; inactives centre near -15; many of its hits are not listed in these tables
Target sequence (Q03431 whole entry, looked up): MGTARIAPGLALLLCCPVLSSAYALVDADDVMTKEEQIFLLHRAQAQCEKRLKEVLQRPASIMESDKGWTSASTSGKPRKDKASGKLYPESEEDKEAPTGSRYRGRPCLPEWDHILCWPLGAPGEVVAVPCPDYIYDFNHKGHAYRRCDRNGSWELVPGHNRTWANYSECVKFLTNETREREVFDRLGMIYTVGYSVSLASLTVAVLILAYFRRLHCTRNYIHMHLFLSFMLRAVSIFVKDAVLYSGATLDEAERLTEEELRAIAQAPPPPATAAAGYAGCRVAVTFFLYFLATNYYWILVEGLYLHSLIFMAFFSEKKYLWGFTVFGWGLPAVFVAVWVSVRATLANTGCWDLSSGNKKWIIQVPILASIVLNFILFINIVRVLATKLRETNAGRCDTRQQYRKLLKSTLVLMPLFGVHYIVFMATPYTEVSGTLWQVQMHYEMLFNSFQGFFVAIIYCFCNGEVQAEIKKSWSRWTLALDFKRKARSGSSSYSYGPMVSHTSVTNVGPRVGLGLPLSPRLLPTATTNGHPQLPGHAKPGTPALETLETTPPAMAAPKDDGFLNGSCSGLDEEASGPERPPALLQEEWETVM
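HEK-293-derived GP2 cells expressing PTHR1 and a GloSensor cAMP reporter, 3,000/well, plated overnight, given luciferin plus IBMX (each 0.5 mM as added) for 1 h at 37 °C, then compound for 1 h at 37 °C. Luminescence was read after 15 min at room temperature.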
DRD3 antagonist: qHTS of D3 Dopamine Receptor Antagonist: qHTS | D(3) dopamine receptor (Homo sapiens), P35462 | D3R cells, DiscoveRx beta-arrestin luminescence, antagonist mode; active compounds read low | max response, negative = inhibition, % | 360,000 compounds, 2.5% hits | AID 652054, 2013; in the data active = max response below about -50%; inconclusive = no clear call, values can overlap the other calls; note: % is set by controls: 0 for no effect and ±100 for the full control effect; mostly tested at two doses, the higher about 12 µM
Target sequence (P35462 whole entry, looked up): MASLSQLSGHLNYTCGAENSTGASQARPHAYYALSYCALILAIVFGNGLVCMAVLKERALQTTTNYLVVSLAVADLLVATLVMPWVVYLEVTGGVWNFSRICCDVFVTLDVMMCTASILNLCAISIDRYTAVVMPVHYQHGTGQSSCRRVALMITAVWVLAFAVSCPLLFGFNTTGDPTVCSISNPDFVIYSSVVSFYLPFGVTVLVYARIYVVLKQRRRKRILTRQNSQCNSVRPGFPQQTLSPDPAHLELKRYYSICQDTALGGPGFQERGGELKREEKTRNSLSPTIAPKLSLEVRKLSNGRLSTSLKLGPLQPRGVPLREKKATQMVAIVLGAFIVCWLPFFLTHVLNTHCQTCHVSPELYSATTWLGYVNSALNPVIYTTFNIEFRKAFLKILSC
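Cells plated overnight at 1500 cells/well, then exposed to library compounds with dopamine controls for 90 minutes at 37 degrees C. DiscoveRx reagent added for 30–60 minutes at room temperature; luminescence read, quantitative HTS format.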
EPAC2 antagonist: qHTS for Antagonist of cAMP-regulated guanine nucleotide exchange factor 2 (EPAC2): primary screen. Potency, µM (doses to about 114 µM), for inactives: at the top dose activity, negative = inhibition, most hits filed as inhibitors. EPAC2 GEF exchange of Rap1B-BODIPY-GDP, fluorescence. Rap guanine nucleotide exchange factor 4 (Homo sapiens), Q8WZA2. AID 720708, 2013. 360,000 compounds, 0.18% hits; note: potency is the fitted concentration of half-maximal effect; % is set by controls: 0 for no effect and ±100 for the full control effect; nearly all actives have a fitted effect of over 45% in size; many of its hits are not listed in these tables
Akt phos inh: HTS Assay for Inhibitors of Akt Phophorylation: Primary Screen | AID 651550, 2012 | activity change, % for hits at 50 µM | 360,000 compounds, 0.32% hits | Neuro2A IGF-stimulated pAkt S473 HTRF, 20 min; active compounds read low; in the data active = activity change below about -80%; inconclusive = mostly about -51% to -80%; note: % is set by controls: 0 for no effect and ±100 for the full control effect
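Single-point screen (50 µM final compound) in Neuro2A cells stimulated 20 min with 6 nM IGF at 37 deg C. After lysis, Ser473-phosphorylated Akt read by HTRF (ex 330 nm, em 615/665 nm) as the 665/615 ratio.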
D3 ag: qHTS of D3 Dopamine Receptor Agonist: qHTS; D3R DiscoveRx beta-arrestin cells, luminescence, 90 min; max activation, %; 410,000 compounds, 0.58% hits; in the data active = max activation above about 30%; note: 0% is about no effect; mostly tested at two doses, the higher about 12 µM
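Agonist-mode cell screen: cells plated at 1500/well and incubated overnight at 37 °C, then exposed to library compounds for 90 min at 37 °C. Detection reagent was added for 30–60 min at room temperature, and luminescence was read.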
CCT modulator: High-Throughput Screening for Modulators of Cytosolic Chaperonin Activity; purified chaperonin ATPase assay, HTRF ADP detection, 30 min; activity change, % (no concentration beside the values), hits read low; 360,000 compounds, 0.3% hits; in the data active = activity change below about -30%; note: % is set by controls: 0 for no effect and ±100 for the full control effect
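Nucleotide hydrolysis assay: TRiC at 20–40 nM final (set by batch activity) with 10 uM ATP, 30 min at 37 °C, in presence of 76 uM compound. Detection by competitive ADP HTRF, 30 min ambient.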
MmCpn inh: Inhibitors of TCP-1 ring complex (TRiC) of Methanococcus maripaludis (MmCpn): qHTS; Potency, µM (top dose mostly 76.9 µM), without a hit: top-dose activity, negative = inhibition, actives largely listed as inhibitors; purified Mm-Cpn ATPase, ADP Transcreener TR-FRET; 330,000 compounds, 0.031% hits; Chaperonin Mm-Cpn (Methanococcus maripaludis); note: potency is the fitted concentration of half-maximal effect; % is set by controls: 0 for no effect and ±100 for the full control effect; nearly all actives have a fitted effect of over 80% in size
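Purified archaeal Mm-CPN (25nM final) preincubated 10 min at 37degC with compound, then 10uM ATP for 30 min at 37degC; ADP measured by HTRF Transcreener TR-FRET; buffer 30 mM TRIS pH 7.4, 100mM KCl, 5mM MgCl2, 1mM DTT.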
An asterisk follows results filed as active; i = inactive; ? = inconclusive; . = no result given; [ ] = dose if it differs, or a comment. Unless noted, calls come from the whole dose curve; as a rule, active = well fitted curve in the direction sought with a large enough effect; inconclusive = small, poorly fitted or top-dose-only effect, or another doubt; inactive = no such curve, though single readings can be large; an effect the other way counts as inactive or inconclusive. Not all compounds are listed; the hit share may differ from the screen's.

The line under a structure holds: DRD3 antagonist	EPAC2 ag	D3 ag	EPAC2 antagonist	PTHR1 agonist	MmCpn inh	CCT modulator	Akt phos inh
Cc1[nH]nc(SCC(=O)NCc2ccccc2)c1[N+](=O)[O-]
→ 28.5	-1.0%	4.6	4.1%	i	-5.1%	2.1	i
CC(C)(C(=O)c1ccccc1)/[N+]([O-])=C/c1ccccc1
→ 15.2	-3.5%	-11.7	8.8%	i	.	-1.9	i
O=C(CSc1nnc(CNC(=O)c2ccco2)o1)Nc1ccc(F)cc1
→ 2.4	4.0%	-0.1	-3.6%	-19.1%	1.7%	-0.4	i
Cc1ccc(C)c(NC(=O)N2CCCCCC2)c1
→ -26.9	13.6%	-16.1	5.3%	-4.6%	-0.8%	-0.3	i
N#CCc1nc(-c2cc3ccccc3oc2=O)cs1
→ 12.3	3.8%	16.1	-8.3%	-34.3%[inhibitor]	-12.8%	-32.0*	i
COc1ccc(NS(=O)(=O)c2cccc(NC(=O)C3=NN(c4ccccc4)C(=O)CC3)c2)cc1
→ 29.3	0.5%	-0.6	-14.3%	-42.3%[inhibitor]	?	-3.1	.
COc1ccccc1C(=O)NCCC(=O)N1CCN(c2ccc(C(F)(F)F)cn2)CC1
→ 6.4	-1.3%	16.3	2.0%	-13.7%	-1.7%	-2.1	i
CN(C(=O)CSc1nc2ccc(Br)cc2c(=O)n1Cc1ccco1)C1CCS(=O)(=O)C1 (stereo not given)
→ -7.0	4.4%	-0.8	-0.4%	-2.3%	4.2%	-3.7	i
COc1ccc(OC)c(S(=O)(=O)n2nc(C)cc2C)c1
→ 1.3	1.9%	2.2	4.5%	i	0.0%	-1.1	i
Cc1noc(C)c1CSc1nc2cc(S(=O)(=O)N3CCOCC3)ccc2o1
→ 0.0	-2.3%	-3.7	6.6%	i	1.9%	-1.0	i
O=C1CC(c2ccccc2F)C2=C(COC2=O)N1 (stereo not given)
→ 7.6	6.4%	-4.6	1.4%	i	0.4%	0.1	i
O/N=C\c1cccn1-c1ccc(Br)cc1
→ 8.2	-5.9%	-2.9	-8.5%	6.9%	-3.2%	0.8	i
CC(C)COC(=O)Cn1cnc2ccc(Br)cc2c1=O
→ 34.2	-1.1%	-2.3	-4.5%	-13.2%[57.5 µM]	-1.8%	-1.8	i
CCOC(=O)c1sc(NC(=O)CC)c(C#N)c1C
→ 7.8	4.7%	6.3	-6.6%	i	-5.0%	-6.7	i
O=C(OCC(=O)N(C1CCCCC1)C1CCCCC1)c1ccc(O)cc1
→ -13.5	-7.5%	8.4	?	-0.2%	-0.1%	-2.2	i

(listing goes on)
The line under a structure holds: DRD3 antagonist	EPAC2 ag	D3 ag	EPAC2 antagonist	PTHR1 agonist	MmCpn inh	CCT modulator	Akt phos inh
Cc1cc(C)n(CC(=O)NNC(=O)CCCOc2ccc(Cl)c(C)c2)n1
→ -7.4	-0.8%	2.9	-5.2%	-16.9%	2.4%	-4.5	i
COc1ccc(S(=O)(=O)N2CCC(C(=O)NCCC(=O)Nc3cccc(OC)c3)CC2)cc1
→ -12.0	7.6%	2.7	-11.7%	-8.4%	2.7%	-0.9	i
Cc1[nH]c2ccccc2c1C(=O)CN1CCN(C/C=C/c2ccccc2)CC1
→ -2.8	3.6%	-3.2	-0.6%	i	1.5%	-0.7	i
Cc1nc2cc(F)ccc2n1C1CCN(C(=O)c2ccc(F)cc2F)CC1
→ -20.3	3.7%	-8.3	-4.9%	-72.6%[inhibitor]	-3.9%	0.0	i
COc1ccc(-c2c(C#Cc3ccsc3)c3ccccc3n2C)cc1
→ -7.8	4.5%	3.7	-26.1%	-36.4%[inhibitor]	-8.3%	0.2	i
O=C(NC1CCCCC1)C(c1ccnc2ccccc12)n1c(=O)c(-c2ccco2)nc2ccccc21 (stereo not given)
→ ?	1.0%	-6.2	2.4%	-21.9%	.	.	i
CN(CC(=O)N1CCN(c2cccc(Cl)c2)CC1)S(=O)(=O)c1cnc[nH]1
→ -16.0	-10.0%	1.8	-1.1%	i	0.6%	-0.6	i
COc1cc(O)c(C(CCN2CCCC2)c2ccc(N(C)C)cc2)c(OC)c1 (stereo not given)
→ 3.7	2.4%	-10.4	1.4%	-12.6%	-2.2%	-0.2	i
COc1cccc(-c2cccc(-c3nc(C(=O)NCc4ccc5c(c4)OCO5)cc4c3[C@H](CCO)N(S(=O)C(C)(C)C)C4)c2)c1 (stereo not given in full)
→ 56.6	-0.3%	1.5	6.8%	5.6%	.	-0.6	i
CC12CCC(=O)N1C(C(=O)N1CCN(S(=O)(=O)c3ccccc3F)CC1)CS2 (stereo not given)
→ 11.0	-2.4%	-2.7	-2.3%	i	0.0%	-0.1	i
Cc1cc(C)cc(NC(=O)C2CCC(CNC(=O)[C@@H]3Cc4ccccc4CN3)CC2)c1 (stereo not given in full)
→ -11.3	5.4%	1.0	4.1%	6.8%	0.5%	-0.9	i
CCCCN(C(=O)C1CCC1)c1c(N)n(CC(C)C)c(=O)[nH]c1=O
→ 9.5	-4.6%	0.9	-17.2%	i	-0.5%	1.1	i
CC1(C(=O)NS(=O)(=O)c2ccccc2Cl)CCN1C(=O)C1CC1 (stereo not given)
→ 1.3	1.7%	8.5	4.1%	-17.4%	.	0.5	i
COc1ccc(C(=O)NCc2cccnc2)cc1S(=O)(=O)N1CCOCC1
→ 10.2	6.8%	3.4	2.3%	i	-0.5%	-2.6	i
CCCCN1CCCCC1(C)C(=O)NCc1ccc2c(c1)OCO2 (stereo not given)
→ 0.0	0.2%	-7.2	2.6%	-22.4%	.	-1.4	i

The results go on.
The line under a structure holds: DRD3 antagonist	EPAC2 ag	D3 ag	EPAC2 antagonist	PTHR1 agonist	MmCpn inh	CCT modulator	Akt phos inh
Cc1ccc(Nc2nc(N)nc(CN3CCc4ccccc4C3)n2)cc1
→ -64.3*	2.8%	-15.3	-14.8%	i	-3.8%	-0.1	i
COc1ccc(NC(=O)CN(C)C(=O)c2ccccc2CCc2ccccc2)cc1
→ 0.0	15.9%	10.2	-12.3%	i	1.8%	-2.1	i
COc1ccc(Cl)cc1-c1n[nH]c(=S)n1Cc1ccccc1
→ 1.8	0.3%	-4.4	?	i	-7.9%	-0.8	i
C[C@@H]1CN([C@H](C)CO)C(=O)CCCn2cc(nn2)CO[C@H]1CN(C)C(=O)Nc1ccc(C(F)(F)F)cc1
→ -21.7	5.5%	-3.1	-2.9%	-22.5%	.	0.3	i
COc1ccc(C(=O)CCN2CCc3cc(OC)c(OC)cc3C2)cc1
→ -58.6*	8.1%	-18.5	1.7%	-14.5%	-2.7%	1.2	i
COc1ccc(N=c2cc(-c3ccc(OC)cc3)oc3ccccc23)cc1
→ 40.3	6.4%	0.0	-6.3%	-23.1%	0.5%	2.4	i
O=C(COc1ccc([N+](=O)[O-])cc1)NNC(=O)Nc1ccccc1F
→ -7.6	5.5%	3.4	11.8%	-19.2%	1.4%	-1.5	i
COCCCN1C(=O)c2ccc(C(=O)NCCc3ccccc3)cc2C1=O
→ 6.8	1.8%	-1.6	-1.7%	i	-0.3%	-4.3	i
Cc1ccc(OC(=O)c2ccc(Cl)c([N+](=O)[O-])c2)cn1
→ -20.2	4.6%	-4.0	5.9%	-24.6%	1.4%	0.7	i
NS(=O)(=O)c1ccc(NC(=S)NC2CCCCC2)cc1
→ -7.7	1.8%	2.4	-9.5%	-3.2%	-0.1%	-1.2	i
COc1ccc(CCNC(=O)CCCn2c(SCC#N)nc3ccccc3c2=O)cc1OC
→ -2.9	-4.8%	-2.0	5.4%	i	-13.0%	0.1	i
COC(=O)c1ccc(CSc2nnc(CNC(=O)c3ccc(OC)cc3)o2)o1
→ 4.1	3.9%	0.7	-1.7%	-11.5%[57.5 µM]	0.9%	-1.1	i
CCN(CC(=O)Nc1c(F)cccc1F)C(=O)C1CC1C (stereo not given)
→ -0.4	9.5%	-6.6	5.7%	i	3.7%	-0.3	i
COc1ccc(C(=O)N2CCN(S(=O)(=O)c3ccc(Cl)cc3)CC2)cc1OC
→ 18.9	-0.1%	1.6	1.7%[57.1 µM]	-2.3%[57.5 µM]	2.1%	-0.8	i
COc1cc(C(=O)Nc2ccccc2C2COC(=O)C2=N)cc(OC)c1OC (stereo not given)
→ 16.8	-2.9%	-7.3	-5.4%	i	-2.2%	-3.5	i

Continued:
The line under a structure holds: DRD3 antagonist	EPAC2 ag	D3 ag	EPAC2 antagonist	PTHR1 agonist	MmCpn inh	CCT modulator	Akt phos inh
CC(C)CC(=O)Nc1nnc(CSCc2ccc(F)cc2)s1
→ -3.0	9.3%	0.2	1.2%	-0.2%	-3.4%	-16.1	i
COCCNC(=O)CN1C(=O)NC2(CCCCCC2)C1=O
→ -14.9	13.4%	0.7	0.7%	6.8%	1.2%	-1.2	i
C=CCNC(=O)COC(=O)C1CCN(S(=O)(=O)c2ccc3c(c2)OCCO3)CC1
→ -6.3	7.7%	-7.7	0.5%	-12.5%	-0.6%	-0.7	i
CC(C)N1CC(C(=O)Nc2ccc(Cl)cc2Cl)CC1=O (stereo not given)
→ 9.9	3.7%	5.9	-11.0%	i	.	0.8	i
CC1CN(C(=O)Nc2ccc(Br)cc2Cl)CC(C)O1 (stereo not given)
→ 4.9	0.4%	-0.3	-3.1%	i	-0.6%	-2.2	i

Whole records from above.
COc1ccc(-c2c(C#Cc3ccsc3)c3ccccc3n2C)cc1 is listed with DRD3 antagonist = -7.8; EPAC2 ag = 4.5%; D3 ag = 3.7; EPAC2 antagonist = -26.1%; PTHR1 agonist = -36.4%[inhibitor]; MmCpn inh = -8.3%; CCT modulator = 0.2; Akt phos inh = i
CC(C)(C(=O)c1ccccc1)/[N+]([O-])=C/c1ccccc1 is listed with DRD3 antagonist = 15.2; EPAC2 ag = -3.5%; D3 ag = -11.7; EPAC2 antagonist = 8.8%; PTHR1 agonist = i; MmCpn inh = .; CCT modulator = -1.9; Akt phos inh = i
